Screening results (PubChem)
M. tuberculosis HTS = M. tuberculosis growth inhibition, HTS (AID 449762). one-dose inhibition, % at 25 µM; IC50 in µM for titrated hits. actives 0.59% (n = 330,000). M. tuberculosis H37Rv growth inhibition, 7H9 media; higher % means a stronger effect; in the data active = a potency from the dose series; inconclusive = inhibition above about 70% without an active follow-up result;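 also: bacterial growth assessed after seven days of incubation; strong numbers were not always called active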
tuberculosis growth = growth inhibition of non-replicating M. tuberculosis (AID 488890); Mycobacterium tuberculosis non-replicating, growth inhibition; higher % means a stronger effect; inhibition, % at 25 µM; hits with a dose series show IC50 in µM; actives 0.39% (n = 320,000); in the data active = a potency from the dose series; inconclusive = inhibition mostly from about 82% at the one dose, without a potency; inactive = the rest, 99 in 100 with inhibition below about 76%;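 also: plate controls were DMSO cells for no effect and high antibiotic wells for full effect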
PhoP GFP inhibition = Inhibition of PhoP regulon, Salmonella typhi GFP reporter cells, confirmation, 4 h (AID 1850); Salmonella Typhi PhoP-promoter GFP reporter, fluorescence, 4 h; higher % means a stronger effect; one-dose inhibition, % at 50 µM; IC50 in µM for titrated hits; actives 0.33% (n = 310,000); in the data active = a potency from the dose series; inconclusive = inhibition mostly from about 25% at the one dose, without a potency; inactive = the rest, 99 in 100 with inhibition below about 19%;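 also: 0% = induced wells with vehicle and 100% = uninduced wells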
H1N1 NS1A inhibition = H1N1 influenza NS1A inhibitors, functional cell based assay (AID 504329). NS1A functional cell-based assay, percent inhibition; higher % means a stronger effect. actives 0.3% (n = 340,000). one-dose inhibition, % at 12.5 µM; IC50 in µM for titrated hits; in the data active = a potency from the dose series; inconclusive = inhibition above about 27% without an active follow-up result; also: strong numbers were not always called active
inhibitors of VEEV = inhibitors of VEEV TC-83 cytopathic effect, confirmation, Vero cells (AID 588727). one-dose inhibition, % at 20 µM; IC50 in µM for titrated hits. actives 0.13% (n = 350,000). Vero cells, VEEV TC-83 cytopathic effect inhibition; higher % means a stronger effect; in the data active = a potency from the dose series; inconclusive = inhibition mostly from about 14% at the one dose, without a potency; inactive = the rest, 99 in 100 with inhibition below about 12%; also: strong numbers were not always called active
inhibitors of VEEV 10K pilot screen = also measured in inhibitors of VEEV; calls as there; inhibition, %; measured here: 10K pilot screen inhibition
* = called active by the depositor; i = inactive; u = inconclusive; x = not tested or not shown.

SMILES	M. tuberculosis HTS	tuberculosis growth	PhoP GFP inhibition	H1N1 NS1A inhibition	inhibitors of VEEV	others
COC(=O)c1ccc(N2C(=O)CC(Sc3n[nH]c(C)n3)C2=O)cc1 (stereo not drawn)	-5.3%	-0.7%	14.8%	-18.1%	8.5%
CCOC(=O)CSc1nc2c(c(=O)[nH]c(=O)n2C)n1Cc1ccccc1	-4.8%	18.4%	-7.8%	6.5%	0.0%
Cc1ccc(S(=O)(=O)N2CCCCC2)cc1NC(=O)CNc1ccccc1N1CCCC1=O	-13.8%	42.3%	x	-14.8%	i
CN(C)C(=O)CCc1ccc2c3c([nH]c2c1)[C@]1(CCc2ccccc2)[C@@H](C(=O)N2CCCCC2)C[C@H](CC(=O)NCc2cccc(C(F)(F)F)c2)C(=O)N1CC3	x	x	x	-26.2%	0.5%
CCCCN(C(=O)c1cc2ccccc2o1)c1c(N)n(CC(C)C)c(=O)[nH]c1=O	-13.1%	-19.2%	-6.0%	-4.1%	0.4%
O=C(NCCCN1CCCC1=O)c1ccc([N+](=O)[O-])s1	-1.1%	44.6%	1.2%	-11.9%	0.3%
CCN(CC)S(=O)(=O)c1ccc(N2CCOCC2)c(NS(=O)(=O)c2ccc(C)c(C)c2)c1	-1.6%	20.0%	5.5%	-4.2%	3.2%
CC(O)CNCCOc1ccccc1-c1ccccc1 (stereo not drawn)	-4.7%	7.1%	8.1%	-8.7%	1.1%
COc1ccc2oc(=Nc3ccc(C(=O)O)cc3)c(C(=O)NCc3ccco3)cc2c1	7.2%	10.2%	-18.1%	-10.1%	9.3%
Cc1ccc(C2=NN(CCC#N)C(=O)CO2)cc1	1.3%	-5.4%	2.8%	-0.7%	0.3%

7 entries already listed, ordered by number of heavy atoms, falling:
SMILES	M. tuberculosis HTS	tuberculosis growth	PhoP GFP inhibition	H1N1 NS1A inhibition	inhibitors of VEEV	others
CN(C)C(=O)CCc1ccc2c3c([nH]c2c1)[C@]1(CCc2ccccc2)[C@@H](C(=O)N2CCCCC2)C[C@H](CC(=O)NCc2cccc(C(F)(F)F)c2)C(=O)N1CC3	x	x	x	-26.2%	0.5%
Cc1ccc(S(=O)(=O)N2CCCCC2)cc1NC(=O)CNc1ccccc1N1CCCC1=O	-13.8%	42.3%	x	-14.8%	i
COc1ccc2oc(=Nc3ccc(C(=O)O)cc3)c(C(=O)NCc3ccco3)cc2c1	7.2%	10.2%	-18.1%	-10.1%	9.3%
CCOC(=O)CSc1nc2c(c(=O)[nH]c(=O)n2C)n1Cc1ccccc1	-4.8%	18.4%	-7.8%	6.5%	0.0%
COC(=O)c1ccc(N2C(=O)CC(Sc3n[nH]c(C)n3)C2=O)cc1 (stereo not drawn)	-5.3%	-0.7%	14.8%	-18.1%	8.5%
CC(O)CNCCOc1ccccc1-c1ccccc1 (stereo not drawn)	-4.7%	7.1%	8.1%	-8.7%	1.1%
Cc1ccc(C2=NN(CCC#N)C(=O)CO2)cc1	1.3%	-5.4%	2.8%	-0.7%	0.3%

The list goes on.
SMILES	M. tuberculosis HTS	tuberculosis growth	PhoP GFP inhibition	H1N1 NS1A inhibition	inhibitors of VEEV	others
NS(=O)(=O)c1ccc(NNC(=O)c2ccccc2)cc1	-2.5%	-10.9%	-0.6%	x	0.7%
COc1ccccc1N1CCN(CC(=O)N2CCCC2)CC1	3.2%	6.2%	3.0%	1.0%	0.2%
COc1ccc(CCN(C)Cc2ccc(OC)c(OCc3ccccc3)c2)cc1OC	-3.3%	12.4%	0.1%	-15.6%	0.5%
CC(=O)N1c2ccc(S(=O)(=O)NC(CC(=O)O)c3ccc(Br)cc3)cc2CC1C (stereo not drawn)	-5.6%	-5.6%	-4.0%	-7.4%	3.6%
COc1cccc(C(=O)Nc2cc(C)on2)c1OC	-15.1%	-7.5%	-11.1%	-0.9%	1.1%
Cn1cnnc1SCCCN1C(=O)c2cccc3cccc(c23)C1=O	2.3%	12.3%	-18.4%	-8.6%	1.7%
Cc1ccc(-n2nnc3c(=O)n(CC(=O)NCc4ccccc4)cnc32)cc1	-9.6%	4.8%	17.7%	1.5%	i
O=C(O)/C=C/C(=O)NC1CCCCCCCCCCC1	-8.2%	14.6%	6.8%	-0.4%	1.5%
Cc1cccc(NC(=S)N(CCN(C)C)C(C)c2ccco2)c1 (stereo not drawn)	11.5%	18.9%	-6.7%	0.7%	i
Cc1cc(C)c(S(=O)(=O)c2ccc(C(C)(C)C)cc2)c(Cl)n1	0.6%	30.4%	-5.4%	-1.8%	0.4%
Cc1cc(C)cc(NC(=O)CN2C(=O)C3CC=CCC3C2=O)c1 (stereo not drawn)	-9.2%	15.8%	x	-11.2%	0.1%
C=CCN1C(=O)C(C)(C)N(C(C)=O)c2ccccc21	-2.8%	-11.5%	-8.2%	7.5%	i
C(=N\Nc1ccc2nncn2n1)/c1ccco1	2.5%	-1.8%	4.8%	2.8%	3.2%
C#CCNC(=O)C1=C[C@H](c2ccc3c(c2)OCO3)C[C@H](OCCCCO)O1	2.6%	16.1%	-6.4%	x	x
Cc1ccccc1Nc1nc(N2CCOCC2)nc(N2CCOCC2)n1	9.7%	-10.0%	4.2%	-0.9%	1.7%
Cn1c(NC(=O)c2cc(-c3ccc4c(c3)OCO4)nc3ccccc23)cc(=O)n(C)c1=O	1.6%	2.8%	3.2%	-11.6%	1.1%
COc1ccc(-n2cc(C#N)c(=O)[nH]c2=O)cc1	-8.1%	-5.2%	-1.8%	-6.0%	0.2%
O=C(CSc1nc(O)c(C2CCCCC2)c(=O)[nH]1)Nc1ccc(Cl)cc1	6.3%	44.5%	12.7%	-4.1%	2.1%
Oc1c(Br)cc(CNC2CCCCC2)cc1Br	x	x	x	-0.8%	1.2%
Cc1ccc(C(=O)NCCC(=O)N2CCC3(CC2)NCCc2[nH]cnc23)cc1C	7.6%	6.3%	8.3%	-3.1%	5.3%
Cc1ccc(Nc2c(O)nc[nH]c2=O)cc1C	x	x	x	-1.9%	0.3%
Cc1ccc(NC(=O)CN(C)C(=O)/C=C/c2ccc3c(c2)OCO3)cc1	6.7%	20.5%	x	-7.7%	4.0%
C/C(=N/NC(=O)c1sc(=S)n(C)c1C)c1ccccc1	-1.5%	-18.4%	-0.8%	6.1%	1.0%	inhibitors of VEEV 10K pilot screen=1.4
COc1ccc2nc(SCC(=O)c3ccco3)[nH]c2c1	-7.7%	33.0%	-3.4%	-6.1%	0.7%
C[C@H]1CN([C@@H](C)CO)C(=O)c2cc(NC(=O)Nc3cccc4ccccc34)ccc2O[C@@H]1CN(C)Cc1ccc(-c2ccccc2)cc1	9.3%	65.9%	x	-13.4%	i
CC1=C(C(=O)Nc2ccccn2)C(c2ccc3c(c2)OCO3)C2=C(CC(C)(C)CC2=O)N1 (stereo not drawn)	-8.7%	8.7%	-7.6%	-0.2%	i
COc1ccc(-c2csc(NC(=O)c3ccccc3NS(=O)(=O)c3ccc(C)cc3)n2)cc1	-7.6%	-0.3%	-27.4%	14.1%	5.5%
Cc1ccccc1COc1cccc(/C=N/NC(=O)c2nnn(-c3nonc3N)c2C)c1	8.9%	-3.6%	-4.4%	6.0%	0.1%
CNC(=O)/C(=C\c1ccco1)NC(=O)c1ccco1	1.0%	-13.6%	4.2%	-7.7%	1.3%
COc1ccccc1C(c1nnnn1CCc1ccccc1)N1CCCCCC1 (stereo not drawn)	-7.1%	48.8%	8.7%	-10.8%	1.9%
CC1(C)Cc2c(cnn2-c2cccc(F)c2)C(NC(=O)c2csnn2)C1 (stereo not drawn)	-8.1%	31.5%	-10.5%	4.9%	0.4%
Cc1ccc(C(=O)Nc2ccc3c(c2)CCC3)o1	63.6%	x	-8.2%	-12.8%	i	inhibitors of VEEV 10K pilot screen=1.8
O=C(NCCN1CCOCC1)c1cc(-c2ccc(F)cc2)nc2ccccc12	-6.2%	-14.9%	2.0%	1.9%	i
CCOc1ccc(-c2cccc(NC(=O)c3cccs3)c2)nn1	u	26.8%	3.0%	-6.0%	7.2%
O=C(C(=O)N1CCN(c2cccc(Cl)c2)CC1)N1CCCCC1	-4.1%	-3.8%	-1.4%	-6.8%	4.8%
Cc1ccc(-n2c(SCC(=O)NCC3CCCO3)nc3ccccc3c2=O)cc1 (stereo not drawn)	6.2%	3.1%	x	-6.0%	8.4%
O=C(NCc1ccco1)C1CC(O)CN1C(=O)Nc1ccccc1 (stereo not drawn)	-5.3%	-13.9%	-14.9%	9.4%	2.0%
O=C(COC(=O)Cc1ccc(F)cc1)NCCc1ccccc1	2.8%	62.1%	-11.9%	4.0%	i
O=C(O)C1CSC2(c3ccc(Br)cc3)CCC(=O)N12 (stereo not drawn)	-5.6%	-15.8%	3.7%	1.5%	i
CC(C)COP(=O)(c1ccc(N(C)C)cc1)C(Nc1ccccc1)c1cccnc1 (stereo not drawn)	2.6%	-13.4%	-4.0%	3.0%	1.4%
CCc1nc(Nc2ccc(O)cc2)c2oc3ccccc3c2n1	3.8%	25.4%	7.3%	-3.8%	12.0%
CN1CCN/C1=C(/C(Cl)=C(Cl)Cl)[N+](=O)[O-]	10.0%	15.1%	-5.1%	-5.9%	1.2%
CCCCCn1c(=O)[nH]c2cc(C(=O)O)ccc2c1=O	-4.5%	-3.5%	-11.4%	18.9%	i	inhibitors of VEEV 10K pilot screen=0.0
CC(=O)N1CC(=O)N(OCc2ccccc2)C1c1ccc(Cl)cc1Cl (stereo not drawn)	-3.1%	1.2%	-15.4%	-1.1%	0.5%
Cc1cc(Cl)ccc1OC(C)C(=O)OCC(=O)Nc1ccc2[nH]c(=O)[nH]c2c1 (stereo not drawn)	-6.6%	7.1%	x	-6.3%	4.9%
O=C(C=Cc1ccccc1)NCCNC(=O)C=Cc1ccccc1	x	x	x	-20.0%	1.3%
COc1cc(C)ccc1OCC(=O)Nc1nnc(C2CC2)s1	0.9%	2.1%	x	-6.6%	1.1%
Cc1ccc(C)c(NC(=O)CN2C(=O)NC(C)(c3ccc4c(c3)OCCO4)C2=O)c1 (stereo not drawn)	2.3%	11.6%	x	-11.9%	i
COC(=O)c1ccc(NC(=O)Cn2nc(C(=O)Nc3ccc(C)cc3)ccc2=O)cc1	-2.3%	-0.4%	7.7%	5.0%	0.1%
COc1ccc(C(=O)Nc2ccc(N3CCCCCC3)cc2)cc1S(=O)(=O)N1CCOCC1	8.8%	27.3%	x	12.9%	1.2%

Additional entries.
SMILES	M. tuberculosis HTS	tuberculosis growth	PhoP GFP inhibition	H1N1 NS1A inhibition	inhibitors of VEEV	others
O=C(COc1ccccc1)Nc1ccc([N+](=O)[O-])cc1	6.4%	63.0%	-3.3%	-2.8%	1.0%
O=C(NNC(=S)NCc1ccc(Cl)cc1)c1cccnc1	-9.6%	-23.8%	-8.1%	-6.8%	i
CC(C)(C)n1nc2c(c1NC(=O)c1cc([N+](=O)[O-])ccc1Cl)CS(=O)(=O)C2	1.6%	7.7%	4.6%	9.9%	i
CC1N(C)c2cc(NC(=O)c3cccs3)c(P(=O)(Nc3ccc([N+](=O)[O-])cc3)N3CCOCC3)cc2C1(C)C (stereo not drawn)	66.0%	27.8%	-7.9%	5.7%	1.3%
CCN(c1ccccc1)S(=O)(=O)c1ccc(OC)c(NC(=O)Cn2cnc3c2c(=O)n(C)c(=O)n3C)c1	-1.6%	3.5%	8.7%	5.5%	5.6%
CCCOc1ccccc1Cn1c(=O)oc2ccc(C)cc21	14.2%	33.4%	-2.2%	6.6%	3.7%
COc1ccccc1-c1oc2ccccc2c1C#CC1(O)CCCCC1	16.6%	43.9%	x	4.5%	0.8%
CCOC(=O)N(C)c1ccc(C(O)(C(F)(F)F)C(F)(F)F)cc1	13.2%	11.7%	-8.2%	-3.2%	1.1%
COC(=O)C1=C(c2ccc(S(C)(=O)=O)cc2)C[C@@H]2CC[C@H]1N2C(=O)NCc1ccc(F)cc1	1.3%	-4.2%	-0.3%	6.9%	i
CC[N+](CC)(CC)CCC(O)(c1ccccc1)C1CCCCC1 (stereo not drawn)	-5.3%	-8.5%	-10.3%	-0.9%	i
CCc1noc(C)c1C(=O)OCC(=O)N(CC)c1c(N)n(Cc2ccccc2)c(=O)[nH]c1=O	-4.2%	-1.2%	2.2%	-2.0%	1.5%
Cc1ccc(C(=O)Cc2ccccc2)cc1	x	x	x	6.2%	0.3%
CC(NC(=O)CNC(=O)OCc1ccccc1)C(=O)N1CC(O)CC1C(=O)OCc1ccccc1 (stereo not drawn)	0.2%	-2.3%	-5.2%	-3.7%	0.2%
Cc1cc(OCCN2CCCC2)ccc1[N+](=O)[O-]	1.8%	-4.9%	12.1%	-4.2%	0.4%
Cc1cccc(-c2c3c(=O)n(C)c(=O)n(C)c3cn2C(C)C)c1	9.1%	10.3%	-5.8%	1.4%	i
Cc1cc(C)c2c(N)c(C(=O)c3ccc(Br)cc3)oc2n1	0.1%	7.9%	-19.5%	-8.3%	10.4%
